a7 integrin act: integrin-mediated muscular dystrophy alleviation activation; alpha7betagal myoblasts, beta-gal FDG fluorescence, 48 h; Potency, µM (series often up to 38.3 µM), for the others: at the highest dose activation, most hits filed as activators; 350,000 compounds, 0.064% hits; AID 624291;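 further: potency means the concentration at half of the fitted maximal effect; 100% = response of the positive control SU9516; nearly all actives have a fitted effect of over 60% in size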
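Alpha7betagal+/- myoblasts (passage 13) were plated 16-24 hr, then exposed to compounds (1:260 dilution of DMSO stock) for 48 hours at 37C. After MPER lysis, β-galactosidase reporter activity was read as FDG fluorescence (ex 480/em 540) after 30 minutes.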
TSHR antag: human thyrotropin receptor antagonism | P16473 | TSHR-expressing cells, TSH-stimulated cAMP HTRF, 2 h; active compounds read low | activity change, negative = inhibition, % at 11.5 µM | 330,000 compounds, 0.2% hits | AID 504810;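 active means activity change below a set negative limit, meaning inhibition stronger than a set level, cut at about -70% in these data; inconclusive means activity change between two set negative limits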; further: on the % scale 0 is the no-effect control and ±100 the full control effect
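Read-out is FRET at 665 nm (cryptate excitation 337 nm) from a cryptate-tagged anti-cAMP antibody, competed by cell cAMP against cAMP-d2. Compounds are tested on freshly harvested TSHR cells challenged with 4nM TSH (EC80) for 2 hours at 37 deg C.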
Mito fusion yeast: inhibitors of mitochondrial division or activators of mitochondrial fusion. S. cerevisiae fusion-defective mutant growth rescue, CellTiterGlo 48 h. Potency, µM (top dose mostly 46.1 µM), without a hit: at the top dose growth rescue (activation), usual class: activators. 320,000 compounds, 0.23% hits. AID 485298;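 further: potency means the concentration at half of the fitted maximal effect; % of control where 0% means no effect; nearly all actives have a fitted effect of over 45% in size; temperature-sensitive fusion mutants such as fzo1-1 at 37 °C on non-fermentable ethanol glycerol medium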
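Compounds are tested for their ability to restore growth of mitochondrial fusion-defective yeast strains at non-permissive 37C in YPEG medium over 48 hours. Viability is quantified by luciferase luminescence.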
Eya2 phos inh: blocks the phosphatase activity of human Eya2; O00167; recombinant Eya2, OMFP fluorescence dephosphorylation (OMFP is methylfluorescein phosphate); Potency, µM (titrated, usually from 76.9 µM), without a hit: at the top dose activity, negative = inhibition, hits mostly inhibitors; 330,000 compounds, 0.006% hits; AID 488837; further: potency means the concentration at half of the fitted maximal effect; on the % scale 0 is the no-effect control and ±100 the full control effect
Target sequence (O00167 whole entry, looked up): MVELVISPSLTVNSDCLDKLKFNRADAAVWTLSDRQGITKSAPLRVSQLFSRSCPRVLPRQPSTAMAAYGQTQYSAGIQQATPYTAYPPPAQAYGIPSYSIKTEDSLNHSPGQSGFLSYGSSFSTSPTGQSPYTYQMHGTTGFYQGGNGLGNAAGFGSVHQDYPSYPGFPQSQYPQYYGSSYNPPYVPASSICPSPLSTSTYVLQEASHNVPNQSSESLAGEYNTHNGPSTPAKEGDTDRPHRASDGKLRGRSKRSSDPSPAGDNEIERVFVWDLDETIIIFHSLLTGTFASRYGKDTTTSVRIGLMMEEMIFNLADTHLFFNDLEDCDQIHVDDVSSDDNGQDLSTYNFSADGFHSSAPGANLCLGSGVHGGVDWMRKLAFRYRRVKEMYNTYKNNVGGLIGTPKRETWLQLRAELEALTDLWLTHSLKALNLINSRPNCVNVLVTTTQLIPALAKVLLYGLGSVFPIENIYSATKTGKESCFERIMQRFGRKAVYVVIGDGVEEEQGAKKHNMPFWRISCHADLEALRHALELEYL
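Eya2 (0.2 uM) preincubated 10 min at ambient with compound, then OMFP substrate added at 50 uM; 10 min reaction in 50 mM HEPES pH 7.5, 50 mM NaCl, 5 uM MgCl2, 0.05% BSA, 1 mM DTT. Fluorescence read at Ex 485/Em 525 nm.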
ELG1 repair inh: ELG1-dependent DNA repair inhibition; HEK293T ELG1-luciferase reporter, luminescence, 16 h; DNA damage induced by 5-fluorouridine; Potency, µM (titrated, usually from 46.1 µM), for the others: at the top dose activity change, negative = inhibition, actives largely listed as inhibitors; 330,000 compounds, 2.3% hits; further: potency means the concentration at half of the fitted maximal effect; on the % scale 0 is the no-effect control and ±100 the full control effect; nearly all actives have a fitted effect of over 55% in size
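Luminescence from the luciferase reporter, measured 30 min after ONE-Glo reagent at room temperature, was the read-out. Beforehand, 2,000 cells per well were exposed for 16 hr at 37 °C to 5-fluorouridine together with compound or vehicle.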
TCR activator: T cell receptor activation. Potency, µM (titrated, usually from 9.22 µM), for the others: top-dose activation of IL-2 secretion, usual class: activators. primary human leukocytes, anti-CD3, IL-2 HTRF, 48 h. AID 504894. 330,000 tested, under 10 active; further: % of control where 0% means no effect
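Primary human leukocytes receive a-CD3 beads and test compound and are incubated 48 hr. Secreted IL-2 is then assayed by HTRF, measuring 665nm acceptor emission after 320nm excitation of the europium donor.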
TSG101-PTAP inh: blocks PTAP/TSG101 interaction to inhibit HIV-1 budding. 340,000 tested, under 10 active. AID 493005. Potency, µM (titrated, usually from 115 µM), for inactives: at the highest dose activity change, negative = inhibition, hits mostly inhibitors. Q99816. Fluorescence polarization, FITC-PTAP peptide / Tsg101 binding; active means well fitted inhibition curve with a large enough effect in the main read-out, with a control signal flat, not every such curve was filed as active; inconclusive means small, poorly fitted or top-dose-only effect, or effect the other way, or a change in a side signal; inactive means no such curve, though single readings can be large or run the other way; further: potency means the concentration at half of the fitted maximal effect; % of control where 0% means no effect
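Fluorescence anisotropy tracks displacement of a FITC-tagged PTAP peptide (50 nM) from the Tsg101 binding domain (10 uM), following a 20 min room-temperature incubation at pH 7.5.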
Chronic BCR inh: chronic active BCR signaling inhibition | Potency, µM (titrated, usually from 46.1 µM), inactives show top-dose ratio change, negative = lower green/red ratio, actives largely listed as inhibitors | AID 493014 | ABC-DLBCL IkBa-CBG/CBR reporter, luminescence ratio, 4 h | 340,000 compounds, 0.05% hits; active means well fitted inhibition curve with a large enough effect in the signal ratio, with a control signal flat, not every such curve was filed as active; inconclusive means small, poorly fitted or top-dose-only effect, or effect the other way, or a change in a side signal; the % refers to the signal ratio;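 further: potency means the concentration at half of the fitted maximal effect; plate controls were basal doxycycline-induced cells for no effect and cells given 10 µM MG132 for full effect; MG132 reads +100%, hits lower the ratio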
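TMD8 ABC-DLBCL cells carrying doxycycline-inducible green luciferase fused to IkappaBalpha plus unfused red luciferase were exposed to compounds (up to 46 uM) for 4 hrs at 37C. Activity came from the overlap-corrected green/red luminescence ratio.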
Tb PFK block: inhibitors of T. brucei phosphofructokinase | 330,000 compounds, 0.17% hits | AID 485367 | Potency, µM (highest dose often 57.5 µM), for inactives: at the top dose activity, negative = inhibition, actives largely listed as inhibitors | T. brucei PFK, ADP-Glo luminescence | O15648;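 further: potency means the concentration at half of the fitted maximal effect; 0% = uninhibited 1x PFK enzyme wells and -100% = no-enzyme wells; nearly all actives have a fitted effect of over 60% in size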
Target sequence (O15648 whole entry, looked up): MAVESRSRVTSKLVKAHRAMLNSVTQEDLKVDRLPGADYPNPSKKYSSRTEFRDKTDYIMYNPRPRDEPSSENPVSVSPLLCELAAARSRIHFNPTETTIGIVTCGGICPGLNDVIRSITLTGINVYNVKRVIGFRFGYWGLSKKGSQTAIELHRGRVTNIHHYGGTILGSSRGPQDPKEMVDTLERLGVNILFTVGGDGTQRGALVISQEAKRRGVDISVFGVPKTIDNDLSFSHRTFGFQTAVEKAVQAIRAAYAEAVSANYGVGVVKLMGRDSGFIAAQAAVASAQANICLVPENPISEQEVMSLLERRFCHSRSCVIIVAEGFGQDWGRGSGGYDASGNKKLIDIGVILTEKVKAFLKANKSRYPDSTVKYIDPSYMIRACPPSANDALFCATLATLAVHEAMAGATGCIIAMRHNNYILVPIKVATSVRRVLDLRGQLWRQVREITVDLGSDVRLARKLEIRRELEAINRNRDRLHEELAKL
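1.25 nM PFK with 0.5 mM F6P and 0.1 mM ATP in 0.1 M TEA pH 8.0, 5 mM MgCl2, incubated 45 min at room temperature; ADP measured by ADP-Glo luminescence; compounds titrated up to 57 uM.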
AT treatment: candidate therapy for ataxia-telangiectasia; […] A-T fibroblasts, KAP-1 phosphorylation AlphaLISA; neocarzinostatin DNA damage 30 min before lysis; Potency, µM (titrated, usually from 57.5 µM), inactives show at the highest dose activation, hits mostly activators; 320,000 compounds, 0.19% hits; further: potency means the concentration at half of the fitted maximal effect; % of control where 0% means no effect; nearly all actives have a fitted effect of over 45% in size
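hTERT-immortalized A-T patient fibroblasts ([…]), 500 cells/well in OPTI-MEM, 1% FBS, got compounds for 60 min, then NCS for 30 min at 37C. Lysates were then assayed for phospho-KAP-1 by AlphaLISA (anti-pKAP1 donor, anti-KAP1 acceptor beads), 6 hr at 25C.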
ASM inhibitor: blocks human secretory acid sphingomyelinase | placental ASM, HMU-PC fluorogenic substrate, 60 min | Potency, µM (titrated, usually from 57.5 µM), for inactives: at the highest dose activity change, negative = inhibition, actives largely listed as inhibitors | 340,000 compounds, 0.006% hits | AID 504937; further: potency means the concentration at half of the fitted maximal effect
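Human placenta-derived ASM enzyme was preincubated with compound for 10 minutes at room temperature, then given fluorogenic substrate HMU-PC0 (9 uM final) for 60 minutes at 37 °C; a pH 10 stop preceded fluorescence reading at Ex 386/Em 447 nm.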
* = called active by the depositor; ? = inconclusive; . = not tested or not shown; [ ] = dose if it differs, or a comment. Unless noted, the call rests on the fitted dose curve; in most records, active means well fitted curve in the direction sought with a large enough effect; inconclusive means small, poorly fitted or top-dose-only effect, or another doubt; inactive means no such curve, though single readings can be large; an effect the other way counts as inactive or inconclusive.

SMILES | a7 integrin act | TSHR antag | Mito fusion yeast | Eya2 phos inh | ELG1 repair inh | TCR activator | TSG101-PTAP inh | Chronic BCR inh | Tb PFK block | AT treatment | ASM inhibitor
CCOC(=O)c1sc(NC(=O)Cc2ccc(C)cc2)nc1C | -10% | -8 | 4% | -12% | ? | 0% | -2% | ? | 4% | 4% | -4%
COc1cccc(C(=O)N2CCN(C(=O)Cc3ccccc3)CC2)c1 | -18% | 3 | -2% | 7% | -4% | 1% | 2% | 6% | 0% | 1% | 7%
O=C(CCNS(=O)(=O)c1ccc2[nH]c(=O)oc2c1)NCc1ccccc1 | 6% | 3 | 1% | 2% | 14% | -9% | -2% | 1% | -3% | 0% | 4%
CC(C)(C)NC(=O)C1CCC(C)(C(=O)O)C1(C)C (centres undefined) | 30% | 5 | -6% | 4% | 6% | 6% | 1% | -3% | -6% | -1% | 3%
CSc1nc(N)nc(SCC(=O)C23CC4CC(CC(C4)C2)C3)c1C#N | -14%[7.66 µM] | -36 | 12% | -10% | 21µM* | -3%[46.1 µM] | 1% | ? | -5% | -3% | -9%
Cc1noc(C)c1C(=O)Nc1nc(-c2ccc([N+](=O)[O-])cc2)cs1 | -5% | -19 | -5% | 8% | -12% | -1% | -8% | 6% | 4% | 11% | -3%
CN(C)CCNc1oc(COc2ccc(-c3ccccc3)cc2)nc1C#N | -63%[inhibitor] | 18 | -9% | -7% | 18% | 2% | -4% | 2% | 0% | 0% | -1%
O=C(O)CNC(=O)c1ccccc1NC(=O)c1ccco1 | -5% | -2 | -1% | 2% | 0% | 1% | -7% | ? | 2% | -1% | 4%
Cc1ccc(S(=O)(=O)N2CCN=C2SCc2cccnc2)cc1 | -7% | 5 | -2% | 2% | -10% | 10% | -1% | 3% | -2% | 1% | 3%
Cc1ccccc1NC(=O)NC1CCCc2ccccc21 (centres undefined) | -21% | 25 | -1% | -13% | -2% | 0% | -3% | 4% | 4% | -7% | -4%
CCOc1ccc(Cl)cc1/C=N/O | -11% | 4 | 2% | -11% | -23% | . | -4% | ? | -3% | 0% | -1%
O=C(N/N=C/c1ccc(-c2cccc(C(F)(F)F)c2)o1)c1ccccc1O | -7% | -5 | 3% | -10% | ? | 4%[46.1 µM] | -7% | ? | -2% | 3% | 0%
O=C(COc1cccnc1[N+](=O)[O-])NCc1ccc2c(c1)OCO2 | -11% | 5 | 10% | -1% | 12% | -88% | 1% | -1% | -5% | 10% | -1%
O=S(=O)(/N=C(/Nc1nc2ccccc2s1)c1ccccc1)c1ccccc1 | ? | 3 | 12% | -3% | ? | 0% | 0% | ? | -17% | 13% | -5%
CC(=O)N(/N=C1\Sc2ccccc2C1=O)c1ccc(C)cc1C | -1% | 0 | 0% | 7% | ? | -3% | -1% | 3% | 0%[0.46 µM] | -9% | -14%

2 records picked at random from those above:
SMILES | a7 integrin act | TSHR antag | Mito fusion yeast | Eya2 phos inh | ELG1 repair inh | TCR activator | TSG101-PTAP inh | Chronic BCR inh | Tb PFK block | AT treatment | ASM inhibitor
CCOc1ccc(Cl)cc1/C=N/O | -11% | 4 | 2% | -11% | -23% | . | -4% | ? | -3% | 0% | -1%
CSc1nc(N)nc(SCC(=O)C23CC4CC(CC(C4)C2)C3)c1C#N | -14%[7.66 µM] | -36 | 12% | -10% | 21µM* | -3%[46.1 µM] | 1% | ? | -5% | -3% | -9%

New compounds follow
SMILES | a7 integrin act | TSHR antag | Mito fusion yeast | Eya2 phos inh | ELG1 repair inh | TCR activator | TSG101-PTAP inh | Chronic BCR inh | Tb PFK block | AT treatment | ASM inhibitor
CCOC(=O)C1=C(N)Oc2cc(O)ccc2C1c1ccc(F)cc1F (centres undefined) | 0% | -8 | -17% | 6% | 1% | -3% | -10% | 10% | -1% | 1% | 36%[activator]
COC(=O)C1CCN(CCCOc2ccc(CN3CCN(c4ccc([N+](=O)[O-])cc4)CC3)cc2)CC1 | -33% | -16 | -4% | -19% | -13% | 7% | -5% | 4% | 3% | -4% | -11%
CC1=C(C)CC2(SC1)C(=O)N(c1ccccc1)N=C2N (centres undefined) | -21% | -5 | -5% | 12% | ? | 8% | 0% | 2% | 2% | 1% | 1%
CCN(CC)S(=O)(=O)c1ccc(N2CCCC2)c(NC(=O)Cc2ccc(OC)cc2)c1 | 15% | -13 | -4% | -1% | -26% | -17% | -1% | ? | 2% | -1% | 2%
CC(=O)N(/N=C1\Sc2ccccc2C1=O)c1cccc(C)c1 | -23% | -10 | -2% | 0% | ? | 2% | -5% | ? | 6% | -11% | -5%
NC(=O)CS(=O)(=O)c1nc2ccccc2n1Cc1ccccn1 | 18% | 5 | 7% | -19% | 18% | 2% | 0% | 6% | 3% | 1% | 0%
CCNC(=O)CN(c1ccc(Oc2ccccc2)cc1)S(=O)(=O)c1ccccc1 | -26% | -7 | 2% | -1% | -8% | 8% | . | ? | -1% | 8% | -5%
C=CCn1c(CSc2nc3ccccc3s2)nnc1SCC(=O)OCC | 13% | -7 | -5% | 2% | 17% | -1% | -7% | 6% | 5% | -2% | 0%
Cn1c(CCC(=O)OCC(=O)Nc2ccc(Oc3ccccc3)cc2)nc(=O)c2ccccc21 | 56% | 7 | -3% | 1% | 13% | 2% | -5% | 0% | -2% | 4% | -8%
O=C(COC(=O)c1cccc([N+](=O)[O-])c1)NCC1CCCO1 (centres undefined) | 12% | 11 | 10% | 0% | -10% | -1% | -6% | -1% | 5% | 8% | 0%
Cc1ccc(O)c(C(=O)c2cnn(-c3ccccc3)c2)c1 | -44% | -6 | 8% | 3% | ? | 9% | 3% | 5% | 1% | 7% | -1%
CCCn1c(=O)c2ccccc2n2c(SCCNCCO)nnc12 | 28% | -1 | 9% | -5% | 6% | -4% | -7% | -1% | 0% | -7% | -1%
Cc1ccc(NC(=O)c2cc3ccccc3o2)cc1Cl | -9% | 0 | -6% | -29% | ? | . | 0% | ? | -17% | 1% | -5%
COCCN(Cc1cc2cc3c(cc2nc1Cl)OCO3)C(=O)Nc1ccccc1OC | 15% | 0 | 7% | 4% | ? | . | 0% | 1% | 0% | 1% | 0%
COc1ccccc1C(=O)N=C1NC(=O)CC2C(=O)NCCN12 (centres undefined) | 8% | -2 | -4% | 1% | -6% | -5% | -6% | 10% | -2% | 9% | -5%
Cc1ccc2c(c1)N(Cc1ccccn1)C(=O)C(C)O2 (centres undefined) | -3% | 0 | 1% | -3% | 2% | 8% | 0% | 1% | 1% | 14% | 4%
COc1ccc(CCNC(=O)C(=O)NCC2OCCN2S(=O)(=O)c2cc(F)ccc2F)cc1 (centres undefined) | -17% | -11 | 1% | -4% | 5% | 4% | 0% | 1% | -5% | -9% | 2%
COC(=O)c1c(N2C(=O)CC(Sc3ncccc3C(=O)O)C2=O)sc(C)c1C (centres undefined) | 23% | 14 | -4% | -3% | ? | 4% | -2% | -2% | 0% | -10% | 2%
Cc1cccc(OCCCCCNCCO)c1 | -24% | 5 | -3% | -6%[15.4 µM] | 2% | 0% | -4% | 2% | 4% | 14% | -1%
CN(C(=O)c1ccccc1C(=O)OCC(=O)Nc1ccc(OC(F)F)cc1)c1ccccc1 | 29% | 24 | 8% | -11% | ? | -1% | -6% | ? | 18% | 23% | 0%
Cc1cccc2c1N(C)C(=O)C2=O | -14% | 2 | 19% | 0% | 9% | -10% | -1% | -2% | -6% | -2% | -1%
COC/C=C/C1=CC2=CC(=O)C(C)(OC(=O)c3cnc4ccccc4n3)C(=O)C2=CN1CCCOC(C)C (centres undefined) | 24% | 2 | -8% | -4% | 7% | 8% | -2% | 4% | 12% | 26% | -1%
Cc1ccc(/C=C(\C#N)C(=O)Nc2cccc(C)n2)cc1 | -2% | -7 | 23% | 4% | -16% | 5% | 0% | ? | 0% | 0% | 3%
COc1ccc([N+](=O)[O-])cc1NC(=O)C1CCCCC1C(=O)O (centres undefined) | 14% | 9 | 0% | 5% | 13% | -1%[46.1 µM] | 5% | 0% | -1% | -3% | 6%
